Growth percent in the NCI-60 one-dose screen (48 h, 10 µM unless noted): 100 = growth as untreated, 0 = no growth, -100 = all killed.
TK-10 = TK-10 renal cancer cells; 81,000 tested, 3.9% active; AID 1794769
ACHN = ACHN renal cancer; 81,000 tested, 4.9% active
UO-31 = UO-31 renal cancer | AID 1794768 | 81,000 tested, 5.2% active
NCI/ADR-RES = NCI/ADR-RES ovarian cells; AID 1794790; 81,000 tested, 4.4% active
SN12C = SN12C renal cancer cells; 81,000 tested, 3.8% active
IGROV1 = IGROV1 ovarian cancer | AID 1794786 | 79,000 tested, 4.7% active
CAKI-1 = CAKI-1 renal cancer; 75,000 tested, 4.7% active; AID 1794772
786-0 = 786-0 renal cancer cells; 81,000 tested, 5.1% active; AID 1794775
* hit, by the source's call; . = not tested or not shown; & = joins results of further samples; [ ] = dose if it differs, or a comment. Rule for the calls: active = growth percent below 10; inactive = the rest.

Each structure is followed by: TK-10	ACHN	UO-31	NCI/ADR-RES	SN12C	IGROV1	CAKI-1	786-0
1	CCOC(=O)c1nc(Oc2ccc(NC(=O)Nc3ccccc3)cc2)c2ccccc2n1
    105[5.56 µM]	107[5.56 µM]	81[5.56 µM]	102[5.56 µM]	99[5.56 µM]	98[5.56 µM]	83[5.56 µM]	98[5.56 µM]
2	N#CC(Cc1ccc2ccccc2c1)c1cc2ccccc2[nH]1 (configuration not stated)
    150	91	49	95	83	54	71	.
3	O=C(O)CNC(=O)CNC(=O)c1ccccc1
    110	103	81	115	108	110	.	110
4	N[C@@H](Cc1cn(-c2c3ccccc3nc3ccccc23)nn1)C(=O)O
    140	93	90	105	98	97	94	105
5	NC(=O)c1ccccc1OCC(=O)Nc1ccc(Cl)c(Cl)c1
    143	89	84	107	101	84	71	109
6	COc1cccc(/C=N/Nc2nnc(N/N=C/c3cccc(OC)c3OC)c3ccccc23)c1OC
    110	88	68	99	94	118	87	96
7	CCOC(=O)c1sc2ccc(N)cc2c1NC(=O)c1ccc(C)cc1
    168	91	68	98	100	114	99	102
8	Cc1cc(=O)oc2cc(OCC(O)CNN3C(=O)c4cccc5c(NC6CCCCC6)ccc(c45)C3=O)ccc12 (configuration not stated)
    167	96	63	92	100	100	89	110
9	O=C1CSC(=S)N1/N=C/c1c(F)cccc1Cl
    103	97	76	104	92	111	101	114
10	NC(=O)c1ccc[n+](Cc2ccc(Cl)cc2Cl)c1
    88	109	100	111	101	105	107	95
11	Cc1ccc(CC2(c3ccccc3)NC(=O)NC2=O)cc1 (configuration not stated)
    115	102	103	108	124	88	80	118
12	CC(C)OC(=O)CCCCCCCC(=O)OC(C)C
    110	90	86	109	103	116	87	100
13	COc1ccc(Sc2nc(NC3CCCC3)nc(Sc3ccc(OC)cc3)n2)cc1
    105	92	66	54	83	68	65	86
14	CCOC(=O)CCCn1c(C)c(C)c2c1N=C(SC)N1CC(=O)N=C21
    135	110	81	112	110	98	108	113
15	CCCCc1nc(/C=C/C(=O)C2C(=O)N(C)C(=O)N(C)C2=O)c(Cl)[nH]1
    113	112	92	104	112	123	101	106
16	COc1ccc(-c2nnc(SCC(=O)Nc3ccc(C(=O)/C=C/c4ccccc4)cc3)o2)cc1OC
    96	.	84	94	103	103	.	101
17	COc1ccc(-c2ncnc3c2ncn3C/C=C/Cn2cnc3c(-c4ccc(OC)cc4)ncnc32)cc1
    99	92	84	99	95	94	98	98
18	NCC1CCC(CN)CC1 (configuration not stated)
    108&104	112&95	87&79	115&114	100&91	106&107	.	102&100
19	Cc1cc2c(C#N)n3c(c2cc1C)C(=O)C(c1ccccc1)Oc1ccccc1-3 (configuration not stated)
    .	33	15	26	28	49	33	42
20	O=S(=O)(Nc1ccc2ccccc2c1)c1ccccc1
    90	99	74	83	98	76	84	87
21	CC(C)C[C@H](NC(=O)[C@H](CC(C)C)n1ccc2c(ccn2C)c1=O)B(O)O
    100	101	83	108	89	108	98	99
22	CCOC(=O)C1=C(C)N=c2s/c(=C\c3ccccc3O)c(=O)n2C1c1ccc(OC)c2ccccc12 (configuration not stated)
    11	34	-18*	48	47	16	-11*	36
23	OCc1cnccc1Nc1ccccc1
    101	97	102	103	102	106	.	100
24	Cc1ccc(NC(=O)N(CCO)N=O)cc1
    116	104	85	99	101	105	98	102
25	Cc1cccc2c3c(sc12)C(c1ccc(Cl)cc1)C(C#N)=C(/N=C/c1ccc(Cl)cc1)O3 (configuration not stated)
    75	26	38	9.3*	27	22	5.7*	32
26	O=C1C=CC(=O)N1CCCCCCCCCCN1C(=O)C=CC1=O
    106	80	48	73	95	69	15	89
27	CN1CCN(Cc2ccc(NC(=O)c3cncc(C#Cc4cnc(N)c5ncccc45)c3)cc2C(F)(F)F)CC1
    -64*	-76*	-92*	-55*	-33*	-51*	-24*	-82*
28	Oc1ccccc1-c1nnc(Nc2ccc(C(F)(F)F)cc2)o1
    103	96	73	101	92	96	89	103
29	O=c1[nH]c2ccccc2cc1CSc1ccc(Nc2nccc(-c3ccc4c(c3)OCO4)n2)cc1
    89	95	96	84	96	103	98	85
30	CNCCNc1nc2ccccc2c2c(=O)c3cccc(OC)c3sc12
    44	12	25	38	45	30	36	26

As entered above:
For TK-10, OCc1cnccc1Nc1ccccc1 reads 101
For IGROV1, O=C1CSC(=S)N1/N=C/c1c(F)cccc1Cl reads 111

Reprinted at random: 4 entries already listed
Each structure is followed by: TK-10	ACHN	UO-31	NCI/ADR-RES	SN12C	IGROV1	CAKI-1	786-0
2	N#CC(Cc1ccc2ccccc2c1)c1cc2ccccc2[nH]1 (configuration not stated)
    150	91	49	95	83	54	71	.
7	CCOC(=O)c1sc2ccc(N)cc2c1NC(=O)c1ccc(C)cc1
    168	91	68	98	100	114	99	102
6	COc1cccc(/C=N/Nc2nnc(N/N=C/c3cccc(OC)c3OC)c3ccccc23)c1OC
    110	88	68	99	94	118	87	96
13	COc1ccc(Sc2nc(NC3CCCC3)nc(Sc3ccc(OC)cc3)n2)cc1
    105	92	66	54	83	68	65	86

(more compounds)
Each structure is followed by: TK-10	ACHN	UO-31	NCI/ADR-RES	SN12C	IGROV1	CAKI-1	786-0
31	O=C(Nc1ccccc1)Nc1ccc(Nc2ncnc3sc4c(c23)CCNC4)cc1
    106	94	68	96	87	90	90	97
32	N#CC(C#N)=c1[nH]c(=O)/c(=C/c2ccccc2)s1
    99	99	92	109	101	103	111	103
33	CC(C)Cn1cnc2c3ccccc3nc(NCn3nc(-c4cc(Cl)cc(Cl)c4Cl)n(/N=C/c4ccc(F)cc4)c3=S)c21
    119	98	.	105	95	29	84	95
34	COc1ccc([C@H]2C(C(=O)c3ccc(O)cc3)C3(N[C@@H]2c2ccccc2)C(=O)Nc2ccccc23)cc1 (some centres not stated)
    82	66	40	84	72	58	52	71
35	C=C1CCC[C@@H]2[C@@](C)(Cc3cc(O)ccc3O)C(C)CC[C@]12C (some centres not stated)
    94	76	43	67	76	73	90	93
36	CCOC(=O)/C(C#N)=C(/C)C1CC1
    116	105	88	111	107	121	104	103
37	O=Cc1ccc2c(c1)OCCOCCOCCOCCO2
    105	97	91	.	99	106	107	105
38	N#C/C(=C\c1ccc(-c2ccccc2)o1)c1ccccc1
    188	91	58	93	94	47	74	99
39	COc1cc(/C=C/C(=O)c2ccc(C)cc2)ccc1Oc1nc(Nc2ccc(F)cc2)nc(N(C)C)n1
    77	3.6*	36	38	17	58	36	38
40	CC1CNCCN1 (configuration not stated)
    88	102	88	111	102	110	96	96
41	C(=C\c1nc2ccccc2[nH]1)/c1nc2ccccc2[nH]1
    143	93	82	94	100	93	97	113
42	COc1ccc(NC(C)=O)cc1[N+](=O)[O-]
    104	112	97	103	95	132	89	107
43	CC1=C(C)CC2C(=O)C=CC(=O)C2C1 (configuration not stated)
    129	109	85	102	102	105	100	100
44	CC1(CO)CCCC1NCCNC1CCCC1(C)CO (configuration not stated)
    108&108	100&105	86&105	107&105	103&98	107&115	92&100	102&101
45	O=C1c2ccccc2C(=O)c2c1cc1c(c2[N+](=O)[O-])OCO1
    -15*	-19*	-3.1*	-12*	14	5.4*	2.8*	2.6*
46	CCN(CC)c1nc(/C=C\c2ccc(N(C)C)cc2)c2nccnc2n1
    87	82	63	91	79	97	93	78
47	CN(C)Cc1c(-c2ccccc2)[nH]c2ccccc12
    102	106	100	98	99	110	101	90
48	O=C1N=NC2=C1c1c3ccccc3c(O)n1CC2
    104	100	90	105	105	117	.	101
49	CCCCC1SC(N)=NC1=O (configuration not stated)
    108	105	96	104	105	105	94	110
50	O=C(CSc1nnc(Cc2ccccc2Nc2c(Cl)cccc2Cl)n1-c1ccccc1)N1N=C(c2ccc3ccccc3c2)CC1c1ccc(Cl)cc1 (configuration not stated)
    95	109	80	101	97	89	93	96
51	Cc1cc(C)cc(C(C)C)c1
    121	93	90	116	109	101	.	110
52	COC(=O)[C@]1(C)CCC[C@]2(C)[C@H]3C[C@H]4C(C(C)C)=C[C@]3(CC[C@H]21)[C@@H]1C(=O)/C(=C/c2ccco2)C[C@H](O)[C@@H]14
    114	103	65	107	88	97	93	105
53	COc1ccc(/C=C\c2cc(OC)c(OC)c(OC)c2)cc1OC(=O)c1cccc(Cn2cc(CCOC(=O)c3cccc(Cn4nnc5c4C(=O)c4ccccc4C5=O)c3)nn2)c1
    76	17	37	11	19	16	31	.
54	CC1(O)CC(CI)OC(c2ccc(Cl)cc2)C1 (configuration not stated)
    107	100	83	107	102	70	98	105
55	CCOC(=O)C1=C(C)NC(SCc2cc(=O)oc3ccc(Cl)cc23)=N[C@@H]1c1cccc2ccccc12
    103	93	82	99	99	98	94	96
56	CCC(C)(C)C(=O)CC(=O)C(C)(C)CC
    103	115	101	112	106	113	102	106
57	O=C1c2ccccc2NC(c2cn(-c3ccccc3)nc2-c2ccccc2)N1Cc1ccccc1 (configuration not stated)
    118	83	48	75	90	55	.	75
58	Cc1nc2sccn2c1CO
    97	97	70	104	102	92	108	100
59	CCOC1(C)C(=O)C(C)(C)C1(C)Cl (configuration not stated)
    98	100	82	106	106	103	106	98
60	O=C(Nc1ccc(O)cc1)c1ccccc1O
    115	98	98	96	107	121	97	.

The last three records of the section before open the next one:
Each structure is followed by: TK-10	ACHN	UO-31	NCI/ADR-RES	SN12C	IGROV1	CAKI-1	786-0
58	Cc1nc2sccn2c1CO
    97	97	70	104	102	92	108	100
59	CCOC1(C)C(=O)C(C)(C)C1(C)Cl (configuration not stated)
    98	100	82	106	106	103	106	98
60	O=C(Nc1ccc(O)cc1)c1ccccc1O
    115	98	98	96	107	121	97	.
61	CC(=O)c1ccc(C)o1
    107	112	103	110	99	111	100	98
62	CSc1nc2ccccc2c(=O)n1CCc1ccccn1
    111	93	65	85	98	.	86	102
63	COc1ccc2c(c1)[n+](=O)c(/C=C/C(=O)c1cc(OC)c(OC)c(OC)c1)c(C)n2[O-]
    63	48	49	53	41	32	.	67
64	O=C(Cc1ccccc1)c1ccc(O)cc1O
    105	102	81	102	93	119	94	106
65	NC(N)=NS(=O)(=O)c1ccc(N=Nc2c(N)[nH]n(C(=O)c3ccccc3)c2=O)cc1
    95	101	85	107	107	104	92	98
66	Clc1ccccc1Nc1nc(Nc2cnc3ccccc3c2)c2[nH]cnc2n1
    111	84	71	88	93	81	84	73
67	CN(C)c1oc(C2OC2c2ccccc2)nc1C#N (configuration not stated)
    129	95	78	100	95	91	94	102
68	CCOC(=O)C(C(=O)OCC)c1nc2sc3cc(Cl)c(Cl)cc3n2c(=O)c1C#N
    157	92	68	108	94	.	93	111
69	N#Cc1c(-c2ccccc2)c2c(N)nn(-c3ccccc3)c2[nH]c1=O
    163	97	68	105	97	80	84	101
70	N=C(N)c1ccc(-c2ccc(-c3ccccc3)o2)o1
    60	39	42	36	39	45	37	33
71	Cc1ccc(CNc2ncnc3[nH]ncc23)cc1
    102	100	85	107	110	106	91	114
72	Clc1ccc(-c2nc(-c3ccc(Cl)cc3)c3ccccc3n2)cc1
    89	60	81	85	86	94	91	87
73	Clc1ccc2c(-c3c4ccccc4cc4[nH]c5cc(Cl)ccc5c34)c[nH]c2c1
    106	85	63	96	88	77	82	100
74	CC1(C)CC(=O)C2=C(C1)C(c1ccc(Cl)cc1)n1ncc(C#N)c1N2 (configuration not stated)
    107	93	86	106	91	86	90	99
75	O=C(Nc1cccc(Cl)c1)Nc1ccccc1Cl
    89	90	70	81	82	86	71	82
76	COc1cc(C(=O)OC(=O)c2ccc(OCc3ccccc3)c(OC)c2)ccc1OCc1ccccc1
    99	96	87	95	92	84	96	106
77	COC(=O)c1ccc2[nH]c(O)c(C(=Nc3ccc(N(C)C(=O)CN4CCN(C)CC4)cc3)c3cccc(OC)c3)c2c1
    1.0*	6.2*	20	99	9.8*	1.7*	2.5*	10
78	CCCCOC(=O)CCC(C)=O
    126	99	96	111	109	101	.	112
79	COc1ccc(OC)c(Cn2cc(C#N)c(N)c2C(=O)c2ccc(Br)cc2)c1
    62	85	35	23	64	49	45	64
80	C=C(c1ccc(Cl)cc1)c1ccccc1Cl
    106	100	86	103	96	105	98	103
81	COc1ccc(-c2nc3sc(C)nn3c2-c2nc3ccc(Cl)cc3[nH]2)cc1
    109	87	63	94	83	105	97	100
82	CN(/N=C/c1ccccc1)C(=S)Nc1ccccc1
    88	105	87	96	104	110	88	102
83	Cc1cccc([C@@H]2C[C@H](O)Cc3cc(Br)c4ccccc4c3N2)c1
    101	91	61	80	80	122	85	98
84	Cc1ccc(C2=NN3C(C2)c2cc(Cl)ccc2OC3c2ccc(Cl)cc2Cl)o1 (configuration not stated)
    108	95	65	96	93	84	84	101
85	NN1C(c2ccccc2)=C(c2ccccc2)Nn2c1nc1c(cnn1-c1ccccc1)c2=O
    110	105	78	101	115	116	90	112
86	N=c1c2c(-c3ccccc3)c(-c3ccccc3)oc2ncn1NC(=O)c1ccc(Cl)cc1
    126	100	60	92	85	94	81	99
87	O=C(O)C1CC1
    109	105	90	105	112	98	112	104
88	Nc1nc(Cl)nc2c1ncn2C1OC(CO)C(O)C1O (configuration not stated)
    88&82	62&66	13&25	40&30	28&30	75&79	41&26	37&24
89	CCCCCCCC[C@@H](O)CC(=O)N[C@@H](CC(N)=O)C(=O)N[C@@H](CCC(N)=O)C(=O)N[C@H](CC(=O)c1cc(C)cc(O)c1C(=O)c1c(O)cccc1O)CC(C)C
    41	90	66	100	82	53	92	66
90	O=c1[nH]c2ccccc2cc1CSc1ccc(Nc2nccc(-c3ccc(C(F)(F)F)cc3)n2)cc1
    -6.8*	-29*	5.4*	12	-20*	36	13	-50*
91	COc1cc(Cn2c(SCc3ccc(Cl)cc3)nc3ccccc3c2=O)cc(OC)c1OC
    100	86	53	79	72	77	78	91
92	O=C(Cn1nncc1CN1C(=O)CSC1=O)Nc1cccc2ccccc12
    101	107	86	106	98	101	97	105

Source: PubChem BioAssay
